# Screens: PubChem, several laboratories
# CSM14.1 death rescue: protection against thapsigargin-triggered cell killing – 384-well, CSM14.1, ATP luminescence, primary screen (AID 1222) | CSM14.1 thapsigargin-induced death rescue, ATP luminescence; higher % means a stronger effect | cellular ATP content (survival), % at 20 µM; hits with a dose series show EC50 in µM | 190,000 tested, under 10 active;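 active means EC50 below 50 µM in the dose-response confirmation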;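 further: death triggered by thapsigargin at about 15 µM added after 2 h compound pretreatment; cell ATP read after overnight thapsigargin exposure of roughly 18 to 22 hours; normalized against plate controls of thapsigargin alone and 5% DMSO vehicle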
# M17LAP inhibition: P. falciparum M17LAP inhibitors, primary screen, biochemical, fluorogenic H-Leu-NHMec substrate, 1536-well (AID 1619); recombinant M17LAP, H-Leu-NHMec fluorogenic kinetic assay; higher % means a stronger effect; one-dose inhibition, % at 30 µM; IC50 in µM for titrated hits; actives 0.38% (n = 220,000);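 active means compound inhibiting the enzyme by more than half at any dose during confirmatory dose-response retesting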;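 further: plate controls were full reaction with DMSO carrier for no effect and no enzyme background for full effect; strong numbers were not always called active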
# Lipid droplet: hepatic lipid droplet formation modulation | AML12 mouse hepatocytes, oleate lipid droplets, BODIPY imaging | inhibition, % at 6.5 µM | actives 0.4% (n = 240,000);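 active means lipid droplet intensity inhibited by at least 50%, with more than 500 cells counted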
#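 Technique: fluorescence imaging, 20x objective, two fields per well / Assay system: AML12 hepatocytes (mouse) / Measure: % inhibition of lipid droplet signal / Doses: 6.5 µM single-point dosing / Incubation: overnight exposure / Reagent: 100 µM oleic acid challenge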
# M1AAP inhibition: malaria alanyl aminopeptidase activity blockers – biochemical, fluorogenic H-Leu-NHMec substrate, 1536-well (AID 1445); recombinant M1AAP, H-Leu-NHMec fluorogenic kinetic assay; higher % means a stronger effect; one-dose inhibition, % at 30 µM; IC50 in µM for titrated hits; actives 0.42% (n = 220,000);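 active means primary inhibition above the hit cutoff, then over 50% inhibition at one or more dose response concentrations, cut at about 23% in these data, passing the limit was not always enough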;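 further: plate controls were DMSO full reaction for no effect and no enzyme background for full effect; strong numbers were not always called active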
# Dynein transport: dynein cargo transport inhibition; 3617.4 mouse cells, GR-EGFP nuclear translocation imaging; test concentration mostly 20 µM; stimulated with dexamethasone, 1 µM; hits give low values; z-score, hits read low; actives 0.47% (n = 220,000);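 active means plate z-score of nuclear minus cytoplasmic receptor signal below a set negative limit, without overly bright fluorescence or cell loss, cut at about -3.5 in these data, passing the limit was not always enough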;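 further: z-score of nuclear minus cytoplasmic ring GR-EGFP intensity difference per well; some compounds called inactive have numbers as strong as hits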
#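 medium = tetracycline-free induction medium containing charcoal-stripped FBS | also added = 1.0 µM final dexamethasone stimulus | schedule = 48 h induction, 1 h compound, 30 min dex at 37 °C | technique = fixed, Hoechst-stained cells imaged at 10x for EGFP | measure = GR-EGFP nuclear translocation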
# MT stabilizer: microtubule stabilization, imaging screen; % tubulin-high responders, % at 10 µM; HeLa tubulin immunostaining HCS, 24 h; share of cells brighter than vehicle mean+2SD; actives 0.83% (n = 200,000); AID 2205;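 active means plate Z-score above 3 for both tubulin-high and condensed-nucleus cell shares, with cell loss under 80%, at 10 µM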;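 further: anti alpha tubulin signal scored within the nucleus-defined area of each cell; some results filed as inactive read as strong as hits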
# Yfh1-depleted yeast: enhancers of respiration in Yfh1-depleted yeast, dose response, Friedreich's ataxia, plus single-dose screen (AID 1465); S. cerevisiae Yfh1-off respiration, WST-1 reduction, 72 h; higher fold induction means a stronger effect; fold induction at 50 µM, or EC50 in µM where a hit was titrated; actives 0.074% (n = 220,000);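 active means fold induction of absorbance versus untreated yeast above a set limit, then at least 30% activation at any dose in follow-up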;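 further: activators that raise dye reduction in frataxin-depleted yeast; strong numbers were not always called active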
# Ins promoter up: MIN6 insulin promoter up-regulation; MIN6 insulin promoter-GFP reporter, high-content imaging; hits give high values; z-score at 5 µM; actives 0.3% (n = 190,000); AID 1625;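 active means z-score above 3 at 5 µM with at least 500 cells counted in the well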
# Autophagy mod: alters autophagy in cells. MEF GFP-LC3 puncta imaging; test concentration mostly 10 µM. calls only at 10 µM (by protocol). actives 0.98% (n = 190,000). AID 463193;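 active means percentage of spot-positive cells more than 3 SD above its plate mean, without a fluorescence outlier flag or 80% toxicity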;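 further: spot-positive cell cutoff set from DMSO-treated cells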
# Dynein transport cytoplasmic EGFP: further read-out of Dynein transport, marked with its call; z-score; measured here: cytoplasmic GR-EGFP intensity; hits give high values
# Dynein transport nuclear GR-EGFP: second read-out of Dynein transport, no call of its own (marks repeat the call); z-score; measured here: nuclear GR-EGFP intensity;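 lower value marks the stronger effect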
# Dynein transport cell count: further read-out of Dynein transport, marked with its call; z-score; measured here: cell count per field
# Ins promoter up cell count: second read-out of Ins promoter up, no call of its own (marks repeat the call); cell count; measured here: cytotoxicity, nuclei count;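 total cells summed across four imaged fields per well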
# Lipid droplet cells 6.5 µM: also measured in Lipid droplet; calls as there; cell count; measured here: cell count, cytotoxicity flag;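 cells counted across two imaged fields per well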
# MT stabilizer Hoechst-high %: recorded beside MT stabilizer, whose call it bears; % Hoechst-high responders; measured here: nuclear condensation Hoechst responders;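 share of cells brighter than vehicle mean plus two SD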
# MT stabilizer cytotoxicity %: further read-out of MT stabilizer, marked with its call; toxicity, %; measured here: cytotoxicity by cell density;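 0% = mean cell density of plate MIN control wells and 100% = no cells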
# Autophagy mod cell loss 18 h: recorded beside Autophagy mod, whose call it bears; toxicity, %; measured here: cell loss, nuclei count;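 cell loss after 18 h compound exposure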
# * hit, by the source's call; i = inactive; · = no result given. Outcome played no part in choosing rows, and some 3.5% of all compounds hit somewhere here.
SMILES,CSM14.1 death rescue,M17LAP inhibition,Lipid droplet,Lipid droplet cells 6.5 µM,M1AAP inhibition,Dynein transport,Dynein transport cytoplasmic EGFP,Dynein transport nuclear GR-EGFP,Dynein transport cell count,MT stabilizer,MT stabilizer Hoechst-high %,MT stabilizer cytotoxicity %,Yfh1-depleted yeast,Ins promoter up,Ins promoter up cell count,Autophagy mod,Autophagy mod cell loss 18 h
Cc1cc(NS(=O)(=O)c2ccc(NC(=O)C(C)Oc3ccc4c(C)cc(=O)oc4c3)cc2)no1 (centres undefined),1.1%,11.3%,-4.5,760,8.9%,-0.323,-0.242,-0.178,-0.251,2.4,2.0,3.6,i,-0.29,1206,i,-0.2
CCOC(=O)C1CCCN(C(=O)C2CCCN(S(C)(=O)=O)C2)C1 (centres undefined),-2.2%,7.6%,·,·,5.9%,-0.118,-0.219,-0.235,0.43,2.2,1.3,6.7,i,0.87,1503,i,-7.1
O=C(c1sc2ccccc2c1Cl)N(Cc1cccs1)C1CCS(=O)(=O)C1 (centres undefined),·,-5.9%,-30.0,567,6.2%,-1.12,-0.15,-0.359,0.0271,3.8,1.4,7.5,i,·,·,·,·
COC(=O)CCC(=O)OC1(C)C(=O)C=C2C=C(C3CC3)N(CCc3ccccn3)C=C2C1=O (centres undefined),·,10.4%,·,·,-0.3%,-0.244,-0.76,-0.165,0.607,·,·,·,i,-0.13,1057,·,·
CC1(C)C2CC=C(/C=N/NC(=O)C(N)=O)C1C2 (centres undefined),·,2.7%,-121.8,605,12.0%,1.7,-0.153,0.494,-1.11,·,·,·,i,-2.07,836,·,·
O=c1ccc(Br)c[nH]1,-1.8%,5.2%,·,·,-1.8%,-0.481,-0.231,-0.0896,0.345,5.5,1.9,15.4,i,-0.3,1584,i,48.0
CCOC(=O)c1sc(=S)n(CC)c1N,0.3%,36.2%,·,·,8.2%,-0.773,-0.179,0.157,0.64,7.6,2.9,6.0,i,-0.48,1090,i,14.8
COP(=O)(OC)C(NC(=O)Nc1ccccc1)c1ccccc1 (centres undefined),·,0.9%,15.4,700,1.5%,-0.435,-0.288,-0.454,0.156,·,·,·,i,0.41,1396,·,·
CCn1c(NC(=O)Nc2ccccc2OC)nc2ccccc21,-0.8%,2.0%,·,·,-0.4%,0.523,-0.164,0.553,0.675,3.9,2.0,7.3,i,0.33,1354,i,5.9
COc1ccccc1NCCC(=O)OCC(=O)NC1CC1,-1.9%,4.8%,-12.0,630,2.3%,-0.0545,-0.257,-0.152,0.115,3.3,2.2,3.8,i,1.33,1552,i,8.9
O=C(/C=C/c1cccs1)c1ccc([N+](=O)[O-])cc1,·,-5.7%,-1.3,686,-1.9%,2.37,-0.0912,1.04,-0.921,·,·,·,i,-0.83,1135,·,·
CS(=O)(=O)c1ccc2nc(NC(=O)Nc3ccc(Cl)cc3)sc2c1,0.1%,2.8%,-47.9,437,2.3%,-0.582,-0.173,-0.487,0.0271,3.5,3.4,6.6,·,-0.39,1093,i,-7.3
O=C(CSc1nc2ccccc2c(=O)n1-c1ccccc1)NC(=O)CN1CCCC1=O,-0.7%,-6.4%,11.3,656,-0.3%,0.531,-0.0623,0.222,0.0922,2.3,1.2,4.0,i,0.68,1428,i,2.6
O=C(Cc1ccccc1)N/N=C/c1ccc(S(=O)(=O)O)o1,·,10.1%,26.9,729,4.4%,0.948,-0.249,1.05,-0.589,·,·,·,i,-1.06,1077,·,·
COc1ccc(NC(=O)COC(=O)C(CC(C)C)N2C(=O)C3CC=CCC3C2=O)cc1Cl (centres undefined),-1.1%,2.9%,-5.9,722,4.1%,0.00669,-0.213,0.00388,0.386,2.8,3.2,2.8,i,-0.21,1190,i,-6.7
CCCCCn1nc(C)c2c(C)cc(=O)[nH]c21,-2.4%,-1.3%,13.0,730,2.9%,-0.207,0.343,0.303,-0.767,2.8,1.5,3.8,i,·,·,i,-8.0
CCN(CC)C(=O)C(=O)N/N=C/c1ccc(Br)cc1,-1.1%,9.5%,-4.8,640,1.2%,0.782,-0.159,-0.196,-0.491,1.5,2.8,11.6,i,-0.17,1793,i,-1.5
Cc1cc(C)n(-c2nnc(SCC(=O)NC3CCCC3)c3ccccc23)n1,4.7%,3.1%,28.2,716,-7.3%,-0.86,0.0521,-0.146,-0.375,3.0,2.0,4.8,i,·,·,i,-1.6
Cc1cc(NC(=O)CCN2C(=O)c3ccccc3C2=O)no1,-2.4%,3.0%,·,·,4.8%,0.608,0.511,0.806,-0.731,4.1,2.4,6.4,i,0.18,1276,i,4.4
O=c1cc(-c2ccccc2Cl)oc2ccc([N+](=O)[O-])c(O)c12,-2.9%,-11.8%,-12.3,740,6.6%,-0.367,-0.217,0.126,1.07,6.9,4.3,0.4,i,0.06,646,i,-19.5
COc1ccccc1C1CCN(c2ccc(CO)cc2[N+](=O)[O-])CC1,·,-8.2%,1.2,658,2.3%,-0.569,-0.252,-0.314,0.838,·,·,·,i,-0.71,1489,·,·
Cn1ccnc1SCC(=O)N1CCN(S(=O)(=O)c2ccccc2)CC1,-0.3%,-8.5%,-3.9,665,0.6%,-0.468,-0.344,0.0339,0.664,1.3,2.7,5.7,i,-0.43,1288,i,8.1
CCOCCCNc1nc2ccccc2[nH]1,-0.2%,-15.2%,3.0,697,0.0%,-0.428,-0.169,0.268,-0.183,1.5,1.8,20.9,i,·,·,i,-0.8
CC(C(=O)NCCC1=CCCCC1)N1C(=O)c2ccccc2C1=O (centres undefined),-3.1%,6.5%,·,·,3.6%,-0.0746,-0.191,0.284,-0.388,5.9,2.5,6.0,i,·,·,i,-12.2
C=CCNC(=O)COC(=O)CNC(=O)c1cc(Cl)cc([N+](=O)[O-])c1,2.6%,12.5%,4.8,693,0.1%,1.06,-0.209,0.137,0.442,5.7,2.0,1.3,i,0.37,1302,i,-9.5
CC(NS(=O)(=O)c1ccc(Br)cc1)C(c1cccs1)N1CCN(C)CC1 (centres undefined),·,-5.3%,3.4,656,-3.0%,0.318,-0.178,0.416,-0.246,2.0,3.5,12.6,i,0.55,1769,i,-14.0
CC(C)NC(=O)c1cccc(Br)c1,1.9%,-0.1%,0.5,788,22.3%,0.759,-0.166,0.396,-0.538,3.6,2.6,4.7,i,0.09,1044,i,-0.4
COc1cccc(C2CC(c3cccc(NS(C)(=O)=O)c3)=NN2C(=O)c2ccccc2)c1OC (centres undefined),-0.9%,-6.6%,1.2,563,5.2%,-0.451,-0.213,-0.17,1.37,1.9,2.4,7.2,i,-0.1,1129,i,-7.7
CCOC(=O)C1=C(C)NC(C)=C(C(=O)OCC)C1C(=O)OCC(N)=O,-0.1%,-0.4%,25.9,695,0.0%,-0.795,-0.00687,-0.431,0.584,4.4,1.3,10.6,i,0.16,1205,i,0.4
CCc1ccc2c(c1)cc(C)c1nnc(SCC(=O)Nc3cc(OC)c(OC)cc3C(=O)O)n12,-0.2%,7.7%,9.2,725,-1.0%,-0.669,-0.261,-0.197,0.392,1.6,1.1,1.1,i,0.17,1478,i,-62.2
CC(C)(C)c1nc2ccccc2c2nnc(SCC(=O)Nc3nc4ccccc4s3)n12,1.7%,7.6%,·,·,7.5%,-0.304,-0.13,0.135,-0.361,9.1,15.3,14.3,i,-0.71,1407,i,-17.6
C=CCn1c(SCC(=O)N(CC)C2CCS(=O)(=O)C2)nc2ccccc2c1=O (centres undefined),·,8.3%,-20.0,700,3.3%,-0.757,-0.138,0.208,-0.266,·,·,·,i,-0.24,1034,·,·
CN(Cc1nccn1C)C(=O)CC1C(=O)NCCN1Cc1cccc(Oc2ccccc2)c1 (centres undefined),-2.3%,-4.0%,1.3,733,0.6%,-0.66,-0.282,-0.501,1.16,3.4,1.9,7.6,i,1.07,1387,i,9.0
Cc1c(C(=O)NCCN2C(=O)S/C(=C\c3cccnc3)C2=O)cccc1[N+](=O)[O-],·,-0.9%,0.7,698,1.6%,-1.45,-0.229,-0.5,0.497,·,·,·,i,0.51,1393,·,·
Cc1cc(NC(=O)c2cc(C(C)C)on2)nn1Cc1ccc(Cl)cc1,3.2%,3.1%,·,·,3.4%,-0.0413,-0.0446,0.0376,-0.828,4.3,2.4,3.3,i,0.89,922,i,0.5
NC(=O)CC[C@@H]1NC(=O)[C@H](CO)NC(=O)c2cc([N+](=O)[O-])cc(I)c2NCCCC[C@@H](C(N)=O)NC(=O)[C@H](Cc2ccc(O)cc2)NC1=O,-3.8%,34.2%,3.2,695,7.4%,2.75,-0.104,1.42,-1.67,3.1,2.6,2.3,i,0.22,1078,i,-10.5

# Limited to Autophagy mod, Lipid droplet cells 6.5 µM and Dynein transport, for two of the compounds above:
canonical_smiles | Autophagy mod | Lipid droplet cells 6.5 µM | Dynein transport
CC(C)(C)c1nc2ccccc2c2nnc(SCC(=O)Nc3nc4ccccc4s3)n12 | i | · | -0.304
Cc1c(C(=O)NCCN2C(=O)S/C(=C\c3cccnc3)C2=O)cccc1[N+](=O)[O-] | · | 698 | -1.45
